Epigenetic derep: derepresses silenced GFP reporter in murine cells. murine LDR cells, GFP reporter derepression, 30 h. Potency, µM (series often up to 53.9 µM), for inactives: at the highest dose GFP activation, most hits filed as activators. 280,000 tested, 0.2% active. AID 1865; active = well fitted activation curve with a large enough effect; inconclusive = small, poorly fitted or top-dose-only effect; note: % of control where 0% means no effect; nearly all actives have a fitted effect of over 60% in size
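GFP-positive cell count by laser-scanning cytometry (objects 20–120 um) after 30 h, 37 C compound exposure of murine LDR cells; reporter is CMV-GFP integrated at a silenced locus, inducible by HDAC or DNMT inhibitors.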
* = called active by the depositor; ? = inconclusive. Potency is the fitted concentration of half-maximal effect. The list is partial (hit frequency here may not be typical).

SMILES	Epigenetic derep
Cc1ccc2[nH]cc(S(=O)(=O)c3ccc(C)c(C)c3)c(=O)c2c1	0.9%
Cc1ccc(C)c(N2CCN(c3nc4c(S(=O)(=O)c5ccccc5)nnn4c4ccc(Cl)cc34)CC2)c1	1.4%
CCOc1ccccc1NC(=O)CSc1nc2cc(OC)c(OC)cc2c2nc(CCn3c(C)nc4ccccc43)nn12	5.0%
CC(O)CNc1nc2c(c(=O)n(Cc3ccc(Cl)cc3)c(=O)n2C)n1C (stereo unspecified)	-0.8%
COc1ccc(C(=O)Oc2ccc(C(c3c(C)[nH][nH]c3=O)c3c(C)[nH][nH]c3=O)cc2)cc1	-0.7%
Cc1cc(C)cc(Nc2nc3ccccc3n3cnnc23)c1	4.1%
CCOc1ccc(NC(=O)Cc2ccc(-n3c(C)nc4cccnc43)cc2)cc1	1.1%
COc1cc2c(c(OC)c1)C(c1cc(OC)c(OC)c(OC)c1)CC(=O)N2 (stereo unspecified)	3.1%
COc1ccc2c(c1)c(=O)c(S(=O)(=O)c1ccc(F)cc1)cn2Cc1ccccc1Cl	11.6%
Cc1cc(-c2ccc(C)c(S(=O)(=O)N3c4ccccc4CC3C)c2)on1 (stereo unspecified)	-3.4%
Cc1ccc(-n2c(=O)c3c(cnn3C)n(CC(=O)Nc3ccc(C)cc3C)c2=O)cc1	-1.1%
CC1=C(c2ccc(C)c(C)c2)S(=O)(=O)N=C1N1CCC(C(=O)NCc2ccc(Cl)cc2)CC1	?
COc1cccc(NC(=O)C2CCN(S(=O)(=O)c3ccc4[nH]c5c(c4c3)CCCCC5)CC2)c1	1.0%
CCCN(Cc1cccs1)C(=O)Nc1cc(OC)ccc1OC	8.1%
Cc1nn(CC(=O)NC(C)c2ccccc2)c(=O)c2cc3occc3n12 (stereo unspecified)	-4.5%
O=C(CCCn1c(=O)c2ccccc2n(CC(=O)Nc2cccc(C(F)(F)F)c2)c1=O)NCc1ccc2c(c1)OCO2	-1.8%
CC(C)(C)c1ccc(-c2noc(CCC(=O)Nc3cccc(Cl)c3)n2)cc1	-1.9%
CCn1cc(C(=O)N(C)c2ccc(C(C)C)cc2)c2cc(OC)c(OC)cc2c1=O	2.7%
CCOc1ccc(CCNC(=O)CSc2nnnn2-c2ccc(C)cc2C)cc1OCC	0.0%
CC(C)NC(=O)CCSc1nc(-c2ccc3c(c2)OCO3)cc(C(F)(F)F)n1	1.0%
COc1ccc(CNS(=O)(=O)c2csc(C(N)=O)c2)cc1OC	2.1%
CCOC(=O)c1ccc(NC(=O)CC2C(=O)N(c3ccccc3)C(=O)N2C2CCCCC2)cc1 (stereo unspecified)	-2.3%
COc1ccc(NC(=O)C(=O)Nc2ccc3nc4n(c(=O)c3c2)CCCCC4)c(OC)c1	-5.1%
O=C(CC1C(=O)OCCN1Cc1ccccc1)Nc1cccc(Cl)c1 (stereo unspecified)	-1.1%
Cc1ccccc1C(=O)N1CC(=O)Nc2ccc(Cl)cc2C1c1ccccc1 (stereo unspecified)	0.4%

In the list so far, these have an aryl thioether with sulfur outside any ring:
SMILES	Epigenetic derep
CCOc1ccccc1NC(=O)CSc1nc2cc(OC)c(OC)cc2c2nc(CCn3c(C)nc4ccccc43)nn12	5.0%
CCOc1ccc(CCNC(=O)CSc2nnnn2-c2ccc(C)cc2C)cc1OCC	0.0%
CC(C)NC(=O)CCSc1nc(-c2ccc3c(c2)OCO3)cc(C(F)(F)F)n1	1.0%

Going on with the list.
SMILES	Epigenetic derep
COc1ccc(CNC(=O)c2cc3oc4ccccc4c3n2C)cc1OC	0.0%
COc1cc(NC(=O)Cn2c(=O)n(Cc3ccco3)c(=O)c3oc4ccccc4c32)cc(OC)c1	4.4%
NC(=O)c1nc(-c2ccc(F)c(F)c2)nc2c1[nH]c(=O)n2-c1cccc(Cl)c1	-3.0%
Cc1cccc(-c2nc3c4ccccc4nc(NCc4ccc(Cl)cc4)n3n2)c1	0.0%
CC(C)CC(=O)n1nc(-c2cccnc2)nc1NCc1ccc(F)cc1	-1.9%
COc1ccc2c(c1)c(=O)c(S(=O)(=O)c1ccc(Cl)cc1)cn2C	-4.3%
CCOc1ccc(N2CC(c3nc4ccccc4n3CCOc3ccc(CC)cc3)CC2=O)cc1 (stereo unspecified)	-1.9%
CN(C(=O)C(=O)Nc1ccc2nc3n(c(=O)c2c1)CCCCC3)c1cccc(C(F)(F)F)c1	1.5%
CCc1nn2c(=O)cc(COc3ccc(/C=C(\C#N)C(=O)Nc4ccc(C)cc4)cc3)nc2s1	12.0%
CN(C)S(=O)(=O)c1ccc(C(=O)NCCSc2c(-c3ccc(Cl)cc3)[nH]c3ccccc23)cc1	-0.2%
COc1ccc(OC)c(NC(=O)CCCOc2cc(=O)n(C)c3ccccc23)c1	-0.3%
Cc1cc2oc(C(=O)N(Cc3ccc(Cl)cc3)Cc3ccco3)c(C)c2cc1Cl	-1.9%
Cc1ccc(NC(=O)C2CCCN2S(=O)(=O)c2cccc3nsnc23)cc1Cl (stereo unspecified)	1.1%
Brc1cccc(CNCCSc2nnnn2-c2ccccc2)c1	9.3%
CN1CCN(c2ccc(-c3nc(-c4ccccc4)no3)cc2[N+](=O)[O-])CC1	4.7%
CCOc1ccc(N(C(=O)c2ccc(C)cc2)S(=O)(=O)c2ccc3c(c2)n(C)c(=O)n3C)cc1	8.7%
COc1ccc(NC(=O)C(C)n2nnc3sc(-c4ccccc4)cc3c2=O)cc1Cl (stereo unspecified)	1.6%
Cc1noc(Cn2c(=O)c3cc4c(cc3n(CC(=O)Nc3ccccc3Br)c2=O)OCO4)n1	-3.3%
O=C(Nc1ccc(F)cc1)c1ncn(-c2ccccc2)n1	-0.3%
COc1ccc(CNC(=O)Cn2c(=O)c3cccn3c3cccnc32)cc1	-3.2%
CCc1ccccc1N(C)C(=O)c1ccc2c(=O)n3c(nc2c1)CCCCC3	5.4%
COc1ccc(OC)c(NC(=O)Nc2c(C)n(C)n(-c3ccccc3)c2=O)c1	3.0%
CCCCOC(=O)c1ccc(NC(=O)c2ccc3c(c2)CCN3S(=O)(=O)c2ccccc2)cc1	-0.3%
COc1ccc(Cn2c(CCC(=O)Nc3ccc(C)cc3C)nc3cccnc32)cc1	0.0%
CC(C)c1ccc(OCC(=O)Nc2cc(-c3nc4ncccc4o3)ccc2Cl)cc1	-0.1%
Remaining list, next part.
SMILES	Epigenetic derep
Cc1cc2cc(CCNS(=O)(=O)c3ccc(Br)cc3)c(=O)[nH]c2cc1C	-0.2%
O=S(=O)(c1ccc(F)cc1)N1CCC(Oc2ccc(-n3cnnn3)cc2)CC1	7.7%
CCOc1ccccc1Nc1ccc2cc(S(=O)(=O)N3CCCCC3)ccc2n1	-0.4%
CCOc1ccc(Nc2c(S(=O)(=O)c3ccccc3)cnc3ccc(CC)cc23)cc1	0.0%
COc1cccc(-n2c(SCC(=O)Nc3cccc(Cl)c3)nc3c(oc4ccccc43)c2=O)c1	0.0%
COc1ccc(-n2nc(C(=O)NCCCOC(C)C)c3c4ccccc4n(C)c3c2=O)cc1	0.1%
CCC(Sc1nncn2c1cc1sccc12)C(=O)Nc1cccc(OC)c1 (stereo unspecified)	11.2%
CCc1ccc(C(=O)CSc2nc(-c3ccccc3)nc3c2CCCC3)cc1	-1.3%
CCC(=O)N1CCc2cc(Br)cc(S(=O)(=O)N3CCN(c4ccccc4OC)CC3)c21	-1.1%
Cc1ccc(NC(=O)Cn2cc3c(n2)CCCCC3)cc1	-6.5%
CCOC(=O)Cn1c(=O)oc2cc(S(=O)(=O)N3CCN(c4ccc(Cl)cc4)CC3)ccc21	1.1%
Cc1cccc(N2CCN(C(=O)C3CCN(C(=O)c4cc5sccc5n4C)CC3)CC2)c1C	0.8%
CCOC(=O)c1c(NC(=O)c2cc(CC)on2)sc(C)c1C	-0.9%
COc1ccc(C(=O)NCCn2cc(SC(C)c3ccccc3)c3ccccc32)cc1OC (stereo unspecified)	-1.1%
CCOc1ccccc1NC(=O)CCNS(=O)(=O)c1cccc2nonc12	5.4%
CCOc1ccc(CCNC(=O)C2CCCN(c3nnc(C)c4c(C)n(-c5ccccc5)nc34)C2)cc1 (stereo unspecified)	-0.8%
Cc1ccc(Cl)cc1NC(=O)C1CCN(S(=O)(=O)c2cccc3nonc23)CC1	8.8%
CC(C)(C)c1ccc(-c2nc(SCCOc3ccc(Cl)cc3)n3[nH]c(=O)cc3n2)cc1	3.1%
NC(=O)C1(N2CCCCC2)CCN(C(=O)Nc2ccc(C(F)(F)F)cc2)CC1	-1.9%
CCOC(=O)c1ccccc1NC(=O)Cn1c(=O)n(CCC(=O)N2CCc3ccccc3C2)c(=O)c2ccccc21	-0.9%
Cc1ccc(Cl)cc1N1CCN(C(=O)c2ccc3c(c2)N(Cc2ccc(F)cc2)CCS3)CC1	-0.2%
COc1cccc(-c2nc(CS(=O)(=O)CC(=O)NCc3ccc(C)cc3)c(C)o2)c1	0.0%
Cc1ccccc1NC(=O)c1c(NC(=O)C(C)Oc2cccc(Cl)c2)sc2c1CCCC2 (stereo unspecified)	0.0%
Cc1ccc(Cn2c(SCc3ccc(C(=O)N4CCCCCC4)cc3)nc3ccncc32)cc1	-3.2%
COc1ccc(-c2csc(-c3nc(-c4ccc(Br)s4)cs3)n2)cc1F	0.0%

The last seven entries of the part before come first, to join the parts.
SMILES	Epigenetic derep
NC(=O)C1(N2CCCCC2)CCN(C(=O)Nc2ccc(C(F)(F)F)cc2)CC1	-1.9%
CCOC(=O)c1ccccc1NC(=O)Cn1c(=O)n(CCC(=O)N2CCc3ccccc3C2)c(=O)c2ccccc21	-0.9%
Cc1ccc(Cl)cc1N1CCN(C(=O)c2ccc3c(c2)N(Cc2ccc(F)cc2)CCS3)CC1	-0.2%
COc1cccc(-c2nc(CS(=O)(=O)CC(=O)NCc3ccc(C)cc3)c(C)o2)c1	0.0%
Cc1ccccc1NC(=O)c1c(NC(=O)C(C)Oc2cccc(Cl)c2)sc2c1CCCC2 (stereo unspecified)	0.0%
Cc1ccc(Cn2c(SCc3ccc(C(=O)N4CCCCCC4)cc3)nc3ccncc32)cc1	-3.2%
COc1ccc(-c2csc(-c3nc(-c4ccc(Br)s4)cs3)n2)cc1F	0.0%
COCCNC(=O)c1ccc2c(c1)N(Cc1ccc(C(F)(F)F)cc1)C(=O)c1ccccc1S2	-2.2%
Cn1c(=O)c2c(nc(NCCc3ccccc3)n2Cc2cccc(Br)c2)n(C)c1=O	1.2%
CCOC(=O)c1cccc(NC(=O)C2CCCN(c3nnc(C)c4c(C)n(-c5ccccc5)nc34)C2)c1 (stereo unspecified)	-3.6%
CCCNC(=O)CSc1c2c(nc3ccc(Cl)cc13)CCCC2	?
COc1ccc(-c2nc(CSc3nnc(C)n4c3cc3occc34)c(C)o2)cc1OC	-1.6%
O=C(Nc1cccc(Cl)c1)C1CCN(S(=O)(=O)Cc2ccccc2)CC1	-3.9%
CCc1ccc(Nc2nc3ccccc3c3nnc(C)n23)cc1	0.7%
CCOc1ccc2nc(N3CCCC(C(=O)Nc4ccc(CC)cc4)C3)sc2c1 (stereo unspecified)	1.1%
Cc1ccc(Nc2nc3ccc(C(=O)c4ccccc4)cc3n3c(C)nnc23)c(C)c1	?
COc1ccc(C2CC(=O)N3CN(C4CCCCC4)CSC3=C2C#N)c(OC)c1 (stereo unspecified)	-0.4%
Cc1c(Cl)cccc1NC(=O)NCc1c(-n2cccc2)sc2c1CCCC2	-5.8%
CCCc1ccc(NC(=O)C2CCCN(c3cnccn3)C2)cc1 (stereo unspecified)	-3.7%
Cc1ccccc1CNC(=O)CN1C(=O)CSc2ccc(S(=O)(=O)N(C)C)cc21	-0.9%
COc1ccc(CNC(=O)c2cccc(N3CCCS3(=O)=O)c2)cc1	-1.6%
Cc1ccc(-n2c(=O)c3c(cnn3C)n(CC(=O)Nc3cc(C)ccc3C)c2=O)cc1	0.2%
O=C(NCCC1=CCCCC1)c1ccc2c(c1)N(Cc1ccc(F)cc1)C(=O)c1ccccc1S2(=O)=O	0.0%
CCOc1ccc(-n2c(SCC(=O)Nc3ccc(CC)cc3)nc3c(oc4ccccc43)c2=O)cc1	-0.3%
CCOC(=O)c1ccccc1Nc1nc2ccc(C)cc2n2nnnc12	14.4%
COCCCN1CCc2nc(SCC(=O)Nc3ccc(C)c(Cl)c3)[nH]c(=O)c2C1	-2.2%
O=C(CSc1cn(CC(=O)N2CCCC2)c2ccccc12)Nc1cc(C(F)(F)F)ccc1Cl	2.5%
CCCCNC(=O)c1ccc2c(c1)N=C(CC)c1ccccc1S2	0.9%
CCOc1ccc(-c2nc3c(c(SCC(=O)Nc4ccccc4C)n2)Cc2ccccc2O3)cc1	1.8%
CCOc1ccc(NC(=O)NC(C)c2c(-n3cccc3)sc(C)c2C)cc1 (stereo unspecified)	0.0%
COc1ccc(NC(=O)Cn2c(=O)n(-c3ccccc3)c(=O)c3ccc(C(=O)NCc4ccc5c(c4)OCO5)cc32)cc1	24.3%
CN1C(C(=O)c2ccccc2)=C(NC(=O)c2ccc(F)cc2)c2ccccc2S1(=O)=O	-2.2%
(more compounds)
SMILES	Epigenetic derep
COc1nnc(-c2ccc(N3CCCCC3)c(NC(=O)c3ccc(C)cc3)c2)c2ccccc12	1.0%
CC1=C(C(=O)Nc2ccc(Cl)cc2)C(c2ccccc2C)n2ncc(C(=O)Nc3ccc(C)cc3)c2N1 (stereo unspecified)	-0.9%
Cc1ccc2nc(NC(=O)c3nc(SCc4ccccc4C)ncc3Cl)sc2c1	3.0%
CCOc1cccc2cc(-c3nc(-c4ccccc4C)no3)c(=O)oc12	-1.4%
CC(=O)c1ccc(NC(=O)c2cn(C)c(=O)c3ccccc23)cc1	-1.2%
COc1ccc(Nc2cc(C(=O)NCCCN(C)C3CCCCC3)c3ccccc3n2)cc1	0.2%
Cc1ccccc1Nc1c(-c2ccc(O)cc2)nc2c(C)cccn12	9.0%

3 entries from above, with the structure last.
Epigenetic derep | canonical_smiles
-0.1% | CC(C)c1ccc(OCC(=O)Nc2cc(-c3nc4ncccc4o3)ccc2Cl)cc1
-0.2% | Cc1cc2cc(CCNS(=O)(=O)c3ccc(Br)cc3)c(=O)[nH]c2cc1C
7.7% | O=S(=O)(c1ccc(F)cc1)N1CCC(Oc2ccc(-n3cnnn3)cc2)CC1

Source: PubChem BioAssay (National Center for Advancing Translational Sciences (NCATS))
